Anthrax LF prot – anthrax lethal factor protease inhibition; P15917; multiplex microsphere protease cleavage assay, LF; inhibition, % at 10 µM; 0.12% of 360,000 active; AID 588501; also: plate controls were buffer without enzyme for full effect and enzyme alone for no effect
PrPC surface inh – cell surface PrPC inhibition, primary TR-FRET screen; P04156; inhibition, % at 13.8 µM; 0.43% of 370,000 active; AID 720596; TR-FRET read-out; in the data active = inhibition above about 24%; also: 0% = median of the test wells and 100% = reference compound wells
3CLpro inhibitor – SARS-CoV 3CLpro protease inhibition | P0C6X7 | AID 1706 | inhibition, % at 6 µM | recombinant SARS-CoV 3CLpro, quenched FRET peptide cleavage | 0.14% of 290,000 active; in the data active = inhibition above about 12%
BoNT-A LC inh2 – blocks Botulinum neurotoxin A light chain protease | inhibition, % at 10 µM | 0.17% of 360,000 active | multiplex microsphere protease substrate cleavage, flow cytometry; also: plate controls were buffer without enzyme for full effect and enzyme alone for no effect
TcdB GH inh – TcdB glycohydrolase inhibition; P18177; TcdB glycohydrolase enzymatic assay, plate reader; inhibition, % at 9.99 µM; 0.24% of 350,000 active; AID 652162; in the data active = inhibition above about 10%
Target sequence (P18177 whole entry, looked up): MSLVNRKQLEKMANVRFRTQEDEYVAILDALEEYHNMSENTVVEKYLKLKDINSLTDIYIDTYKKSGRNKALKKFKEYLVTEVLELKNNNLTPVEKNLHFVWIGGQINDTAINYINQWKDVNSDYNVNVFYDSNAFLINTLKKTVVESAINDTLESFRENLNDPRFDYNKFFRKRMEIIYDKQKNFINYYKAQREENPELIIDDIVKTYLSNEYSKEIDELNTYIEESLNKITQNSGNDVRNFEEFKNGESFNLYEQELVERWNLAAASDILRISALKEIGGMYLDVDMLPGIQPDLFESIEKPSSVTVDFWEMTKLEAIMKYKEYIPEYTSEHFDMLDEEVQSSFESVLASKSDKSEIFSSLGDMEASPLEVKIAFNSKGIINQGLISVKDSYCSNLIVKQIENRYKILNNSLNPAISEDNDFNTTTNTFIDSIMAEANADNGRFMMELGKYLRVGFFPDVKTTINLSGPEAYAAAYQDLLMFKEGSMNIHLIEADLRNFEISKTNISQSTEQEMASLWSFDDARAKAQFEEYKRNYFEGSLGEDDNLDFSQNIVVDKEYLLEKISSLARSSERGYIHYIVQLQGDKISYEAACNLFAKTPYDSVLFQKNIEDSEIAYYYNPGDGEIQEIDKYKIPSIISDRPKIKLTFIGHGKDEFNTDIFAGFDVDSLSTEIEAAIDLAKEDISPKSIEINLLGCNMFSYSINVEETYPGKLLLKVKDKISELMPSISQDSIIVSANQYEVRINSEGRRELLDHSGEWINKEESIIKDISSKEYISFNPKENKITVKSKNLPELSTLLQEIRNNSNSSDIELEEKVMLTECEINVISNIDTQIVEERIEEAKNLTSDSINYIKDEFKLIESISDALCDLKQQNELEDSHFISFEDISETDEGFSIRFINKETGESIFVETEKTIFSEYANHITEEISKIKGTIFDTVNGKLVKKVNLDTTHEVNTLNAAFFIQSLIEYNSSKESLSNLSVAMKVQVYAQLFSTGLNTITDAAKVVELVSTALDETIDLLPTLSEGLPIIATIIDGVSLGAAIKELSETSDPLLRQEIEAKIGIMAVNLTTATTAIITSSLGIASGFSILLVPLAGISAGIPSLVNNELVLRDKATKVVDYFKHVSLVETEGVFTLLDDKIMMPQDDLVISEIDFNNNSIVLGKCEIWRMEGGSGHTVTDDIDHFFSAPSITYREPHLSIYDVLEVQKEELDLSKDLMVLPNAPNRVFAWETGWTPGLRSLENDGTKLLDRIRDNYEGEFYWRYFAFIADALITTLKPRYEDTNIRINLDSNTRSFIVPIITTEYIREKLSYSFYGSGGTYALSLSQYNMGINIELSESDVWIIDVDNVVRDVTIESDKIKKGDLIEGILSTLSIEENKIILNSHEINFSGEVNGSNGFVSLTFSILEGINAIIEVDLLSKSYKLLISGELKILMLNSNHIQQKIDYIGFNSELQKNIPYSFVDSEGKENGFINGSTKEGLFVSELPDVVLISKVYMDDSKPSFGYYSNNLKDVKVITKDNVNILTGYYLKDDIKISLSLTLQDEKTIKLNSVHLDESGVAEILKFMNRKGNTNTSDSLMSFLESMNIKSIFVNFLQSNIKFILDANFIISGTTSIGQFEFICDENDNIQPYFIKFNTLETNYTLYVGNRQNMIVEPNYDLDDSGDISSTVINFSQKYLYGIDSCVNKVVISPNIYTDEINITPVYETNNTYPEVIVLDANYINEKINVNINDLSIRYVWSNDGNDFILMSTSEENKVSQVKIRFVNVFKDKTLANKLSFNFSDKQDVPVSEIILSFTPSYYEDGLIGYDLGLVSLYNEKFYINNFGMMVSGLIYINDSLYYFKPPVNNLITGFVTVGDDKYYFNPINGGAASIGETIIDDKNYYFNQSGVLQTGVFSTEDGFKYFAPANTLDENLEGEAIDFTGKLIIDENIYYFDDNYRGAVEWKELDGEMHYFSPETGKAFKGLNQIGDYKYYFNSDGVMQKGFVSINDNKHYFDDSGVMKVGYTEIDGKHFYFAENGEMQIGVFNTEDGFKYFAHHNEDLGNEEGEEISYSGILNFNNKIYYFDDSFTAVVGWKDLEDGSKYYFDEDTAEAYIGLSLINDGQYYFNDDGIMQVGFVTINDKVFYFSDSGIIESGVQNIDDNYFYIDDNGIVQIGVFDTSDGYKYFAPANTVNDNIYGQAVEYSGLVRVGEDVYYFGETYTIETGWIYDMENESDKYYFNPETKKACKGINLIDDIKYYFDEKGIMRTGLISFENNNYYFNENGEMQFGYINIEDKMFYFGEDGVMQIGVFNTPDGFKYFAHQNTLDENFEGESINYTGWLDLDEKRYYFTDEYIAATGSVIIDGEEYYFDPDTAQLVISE
Y pestis TopoI – blocks Yersinia pestis topoisomerase I activity | Y. pestis Topo-I cleavage product accumulation, plate reader | activity, % at 10 µM | 0.064% of 360,000 active; in the data active = activity above about 50%, passing the limit was not always enough; inconclusive = no clear call, values can overlap the other calls; also: inactives centre near 2
SSB-PriA inh – K. pneumoniae PriA-SSBct interaction inhibition. inhibition, % at 33 µM. 0.6% of 430,000 active. AlphaScreen SSBct-PriA binding, biotinylated peptide; in the data active = inhibition mostly above about 37%, no sharp cut-off; inactive = mostly below about 20%;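 also: plate controls were negative control peptide for no effect and reference peptide for full effect; strong numbers were not always called active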
Vc quorum ag – inducers of Vibrio cholerae quorum light production without autoinducers | AID 588436 | 0.16% of 350,000 active | V. cholerae BH1578 lux reporter, luminescence, 6 h | activation, % at 18.7 µM; in the data active = activation mostly above about 9.7%, no sharp cut-off; inconclusive = no clear call, values can overlap the other calls; inactive = mostly below about 3.7%; also: not every result past the cut was called active; inactives centre near 0; reference of the scale not given here
PfHsp40 yeast – compounds rescuing yeast from Plasmodium falciparum HSP40 toxicity; 0.68% of 340,000 active; S. cerevisiae expressing PfHsp40, growth rescue, ATP luminescence; growth rescue, % at 12.5 µM; in the data active = growth rescue above about 28%, passing the limit was not always enough; inconclusive = no clear call, values can overlap the other calls;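 also: yeast W303a lacking pdr1 and pdr3 grown in galactose medium; growth measured after three days at 30 °C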
The depositor's hits bear a star; i = inactive; ? = inconclusive; . = no result given; & = joins results of further samples. Rule as the data show it, unless noted: active = inhibition above about 30%; inconclusive = no clear call, values can overlap the other calls; inactive = below that. This is a subset; rates above refer to the full screens.

SMILES	Anthrax LF prot	PrPC surface inh	3CLpro inhibitor	BoNT-A LC inh2	TcdB GH inh	Y pestis TopoI	SSB-PriA inh	Vc quorum ag	PfHsp40 yeast
O=C(c1cccnc1)N1CCN(S(=O)(=O)c2ccc(F)cc2)CC1	-3	-2	-1	-0.7	-0.2	0	1	-3.1	-0.6
COc1ccc(/C=C(\NC(=O)c2ccc(C)cc2)C(=O)NCC2CCCO2)cc1 (stereo unspecified)	-1	-4	1	-0.4	1.0	-4	0	-0.3	0.5
Cc1ccccc1C(=O)Nc1nnc(S(=O)(=O)N(C)Cc2ccco2)s1	1	-1	0	0.0	1.2	8	-1	-0.9	-0.4
CCSc1nnc(-c2cccc(S(=O)(=O)N(CC)CC)c2)n1Cc1ccccc1	-2	-3	-3	?	.	15	-8	i	1.8
CC1Oc2ccccc2C=C1/C=N/NC(=O)c1ccncc1 (stereo unspecified)	1	-9	-6	-0.2	1.1	6	i	i	-0.4
N#CCc1nn(-c2ccccc2)c(N)c1C#N	0	-2	-1	-0.3	0.3	0	2	.	1.3
Cc1nn(-c2ccccc2)c(Cl)c1CN(C(=O)CCl)c1cccc2ccccc12	0	-2	3	0.2	1.9	20	8	i	-1.7
CCN(C(=O)CSc1nnnn1-c1ccc(Cl)cc1)C1CCS(=O)(=O)C1 (stereo unspecified)	1	4	.	-0.8	1.3	-4	-20	2.1	-0.7
C=CCNc1oc(-c2ccc(OCC)cc2)nc1C#N	-2	14	-1	?	2.5	0	7	-0.3	1.5
CN(C(=O)COc1ccccc1C(=O)NCCc1ccccc1)c1ccccc1	7	13	-1	1.8	.	24	7	-0.3	-1.5
CCOC(=O)c1cc(NC(=O)c2cnccn2)cc(C(=O)OCC)c1	0	-4	0	-0.1	.	-10	-11	-0.6	-0.3
Cc1nc2sc(C#N)c(N)c2c2c1CCCC2	-4	-3	-2	-1.0	.	1	0	-0.1	-0.7
CCN(CC)S(=O)(=O)c1ccc(N2CCOCC2)c(NC(=O)CC(C)(C)C)c1	-6	5	-1	-0.3	0.9	7	-15	-0.4	0.3
Clc1ccc(/C=N\Nc2ccccc2)cc1	.	7	-2	.	0.8	3	.	0.8	2.1
COc1ccc(C2OC(CCc3ccccc3)Cc3[nH]c(=S)[nH]c(=O)c32)cc1 (stereo unspecified)	-1	10	.	0.5	-0.4	.	.	.	.
CCc1noc(N)c1C(=O)Nc1ccc(F)c(Cl)c1	-3	2	-2	-1.1	.	-1	-5	-1.4	-0.2
COc1cc2c(cc1OC)C1(Nc3c-2c(Cc2ccccc2)nn3-c2ccccc2)C(=O)Nc2ccccc21 (stereo unspecified)	2	1	-1	0.6	.	0	7	-0.3	0.5
O=S(=O)(c1ccc2ccccc2c1)N1CCN(C(=S)Nc2ccccc2F)CC1	-4	1	4	1.1	0.2	12	-2	-0.3	-0.9
Cc1ccc(S(=O)(=O)N2CCCCC2)cc1NC(=O)[C@@H]1CCCN1C(=O)c1cccs1	0	11	.	0.0	0.5	5	14	-0.6	1.1
COc1cc(C(C)=O)ccc1OCC(O)Cn1nc(C)c(Br)c1C (stereo unspecified)	10	3	-3	-1.0	1.5	2	-4&-2	-0.1	-0.6
BrC(=C\c1ccccc1)/C=N/Nc1nc2ccccc2[nH]1	-2	9	4	0.5	.	-19	.	-0.7	-0.5
C[C@H]1NS(=O)(=O)c2ccc(Br)cc2O[C@H]1c1ccccc1	2	2	.	-0.2	2.6	-6	-9	i	1.1
O=C(NCc1ccccn1)C(=O)NCC1OCCN1S(=O)(=O)c1ccc([N+](=O)[O-])cc1 (stereo unspecified)	0	-32	-4	-2.6	1.2	14	1	-0.1	107*
O=C(CCNC(=O)c1ccccc1Cl)Nc1ccc2c(c1)OCCO2	-3	7	.	0.5	0.7	-10	.	i	.
Cc1ccccc1CNC(=O)Cn1cnc(S(=O)(=O)N2CCCC2)c1	1	0	-5	0.7	1.7	1	-9	-5.8	-0.8

One compound at a time (already shown).
`COc1cc2c(cc1OC)C1(Nc3c-2c(Cc2ccccc2)nn3-c2ccccc2)C(=O)Nc2ccccc21` (stereo unspecified) in the list: Anthrax LF prot = 2; PrPC surface inh = 1; 3CLpro inhibitor = -1; BoNT-A LC inh2 = 0.6; TcdB GH inh = .; Y pestis TopoI = 0; SSB-PriA inh = 7; Vc quorum ag = -0.3; PfHsp40 yeast = 0.5
`O=C(CCNC(=O)c1ccccc1Cl)Nc1ccc2c(c1)OCCO2` in the list: Anthrax LF prot = -3; PrPC surface inh = 7; 3CLpro inhibitor = .; BoNT-A LC inh2 = 0.5; TcdB GH inh = 0.7; Y pestis TopoI = -10; SSB-PriA inh = .; Vc quorum ag = i; PfHsp40 yeast = .
`COc1ccc(C2OC(CCc3ccccc3)Cc3[nH]c(=S)[nH]c(=O)c32)cc1` (stereo unspecified) in the list: Anthrax LF prot = -1; PrPC surface inh = 10; 3CLpro inhibitor = .; BoNT-A LC inh2 = 0.5; TcdB GH inh = -0.4; Y pestis TopoI = .; SSB-PriA inh = .; Vc quorum ag = .; PfHsp40 yeast = .

(continued)
SMILES	Anthrax LF prot	PrPC surface inh	3CLpro inhibitor	BoNT-A LC inh2	TcdB GH inh	Y pestis TopoI	SSB-PriA inh	Vc quorum ag	PfHsp40 yeast
NC(=O)c1ccccc1N(Cc1ccccc1)S(=O)(=O)c1ccccc1	-1	7	-1	-0.6	1.4	6	7	-0.8	0.0
Cc1ccc(S(=O)(=O)N2CCC(C(=O)OCC(=O)N(C)c3ccccc3)CC2)cc1C	-1	-2	.	0.4	2.2	-1	-4	5.6	-0.8
COc1ccc(NC(=O)c2ccccc2NC(=O)c2ccccc2C(=O)O)c(OC)c1	7	-7	-4	-1.4	1.4	0	-9	i	-2.0
Cc1ccc(C)c2[nH]c(=O)c(C(c3nnnn3CCc3ccccc3)N3CCOCC3)cc12 (stereo unspecified)	-2	-1	-5	-0.3	.	-2	-6	-0.2	1.5
CC1Oc2ccccc2N(CC(=O)c2ccc(F)cc2)C1=O (stereo unspecified)	0	1	0	-0.8	-0.4	9	-10	-0.1	0.3
COc1ccc(S(=O)(=O)N2CCC[C@H]2C(=O)NC2=NCCS2)cc1	?	1	-7	0.7	.	-1	-5	-0.3	1.2
O=C(Nc1ccc(Cl)cn1)c1cccc(F)c1	-1	8	2	0.0	.	-3	-19	-1.0	-0.2
Cc1cc(O)cc2c1C(=O)/C(=C/c1ccco1)O2	0	-5	1	-0.2	0.2	-5	-7	i	1.1
C/C(=N/NC(=O)CNC(=O)c1cccs1)c1ccc(Cl)cc1	-2	-9	5	-2.1	-0.1	-3	.	-0.4	0.0
O=c1[nH]ncc(NCCc2ccccc2)c1Cl	-1	-3	4	0.0	0.4	5	-27	i	-1.4
CCN(CC(=O)Nc1ccc(NC(C)=O)cc1)C(=O)/C=C/c1cn(-c2ccccc2)nc1-c1ccc(F)cc1	.	-7	.	.	-0.3	3	-11	-0.4	0.5
C/C(Cl)=C/CSc1nc2c(c(=O)[nH]c(=O)n2C)n1C(C)C	-6	6	4	-0.7	.	7	-21	i	-1.1
O=C(NC(=S)NC(CO)c1ccccc1)c1ccc(F)cc1 (stereo unspecified)	8	-2	3	-0.6	1.0	1	6	0.8	-1.1
COc1cccc(CNC(=O)[C@H](C)NC(=O)C2CCN(S(=O)(=O)c3ccccc3)CC2)c1	0	-4	0	0.6	-1.8	3	-8	-0.4	4.4
Cc1ccnc2nc(C(=O)OCCOc3ccc(F)cc3)nn12	-4	4	4	-0.5	-2.8	-8	0	i	-1.1
CCCN(CC1CC1)C(=O)CSc1ncnc2sccc12	-4	-1	-1	0.3	-0.1	3	-10	i	-0.1
O=S(=O)(c1ccc(Br)c2nsnc12)N1CCOCC1	-1	-22	2	-0.2	2.3	1	-5	3.3	0.1
Cc1cc(C(=O)NNc2ccc(C)c(C)c2)no1	3	12	4	0.0	61*	-2	-8	-0.9	-0.4
Clc1cc(-c2ccccc2)nc(-c2ccccc2)n1	14	13	.	-0.1	0.7	-4	-18	-0.4	-0.2
CNCCCOc1ccc2c(c1)CCC2	0	1	6	1.0	-0.2	-10	-1	-0.3	-1.0
COc1ccc(N(C)S(=O)(=O)c2cccc(C(=O)Nc3nnc(C)s3)c2)cc1	-8	-4	.	0.1	-0.1	4	-1	i	-0.8
CCCCc1ccc(NS(=O)(=O)c2cccc(C(=O)N3CCNC(=O)C3)c2)cc1	.	2	.	.	1.5	25	-7	i	0.3
Cc1ccsc1C(=O)N(Cc1nnc(-c2ccccc2Cl)o1)C1CC1	-3	2	.	0.5	0.6	15	0	i	0.1
Oc1ccc2ccccc2c1C=NCc1cn2ccsc2n1	-2	0	0	0.7	.	-7	14	-0.6	3.3
Cc1[nH]oc(=O)c1N=Nc1ccc2[nH]c(=O)[nH]c2c1	4	-10	.	3.7	0.7	-9	0	i	-0.1

Continuation.
SMILES	Anthrax LF prot	PrPC surface inh	3CLpro inhibitor	BoNT-A LC inh2	TcdB GH inh	Y pestis TopoI	SSB-PriA inh	Vc quorum ag	PfHsp40 yeast
N#C/C(=C\c1ccc[nH]1)C(=O)NCC1CCCO1 (stereo unspecified)	-6	-8	3	-0.9	1.4	-3	-4	-0.5	0.3
O=C(c1ccncc1)c1ccc(NS(=O)(=O)c2ccc(Br)s2)cc1	-5	0	0	2.0	.	5	-16	i	-2.1
COc1ccc(OC)c(CNC(=O)c2coc(=O)c3ccccc23)c1	-4	4	6	-0.1	-0.3	1	6	-0.2	-0.7
Cc1cc2cc(CN(Cc3ccc4c(c3)OCO4)Cc3nnnn3C3CCCC3)c(=O)[nH]c2cc1C	-5	-8	0	0.2	.	12	13	i	-0.7
COc1ccc(OCCSc2ccc(S(=O)(=O)N3CCCC3)cn2)cc1	0	10	.	0.0	0.4	43	0	i	2.5
COC(=O)c1sc2ncn(-n3c(C)ccc3C)c(=O)c2c1C	2	3	1	1.1	.	-1	-9	-1.9	-1.0
CC(=O)OC(C)[C@H]1CC[C@H]2[C@@H]3CC[C@H]4C[C@@H](OC(C)=O)CC[C@]4(C)C3=CC[C@]12C (stereo partly specified)	-2	-1	.	-0.9	0.3	0	-13	-0.4	-0.8
Cc1cnc(C(=O)Nc2cc(F)ccc2C)cn1	4	0	-5	0.6	-2.1	-3	-8	i	0.7
O=C(CN1CCN(S(=O)(=O)c2ccc(C(F)(F)F)cc2)CC1)N1CCNC1=O	0	4	.	0.8	1.4	1	-2	i	-0.4
O=C(CNc1cccc([N+](=O)[O-])c1)N/N=C/c1ccc([N+](=O)[O-])o1	-3	-25	-3	-1.0	0.4	-1	.	-2.1	-0.9
C/C(CC(=O)NC(C)(C)C)=N\NC(=O)c1ccco1	0	9	3	-1.0	.	4	.	-0.3	-1.4
Cc1cc(C)c2nc(NNC(=O)c3cc(=O)c4ccccc4o3)sc2c1	-8	-1	2	-0.2	0.3	-4	-1&-12	-0.3	0.2
O=C(Nc1cccc2ccccc12)N1CCN(c2ccc(F)cc2)CC1	-12	-4	-7	-0.1	.	-6	-10	i	-0.9
CCOc1ccc(C2c3[nH]c4ccccc4c3CCN2CCCn2cccn2)cc1 (stereo unspecified)	-2	-13	2	-0.5	1.6	7	1	i	-0.5
CCn1c(CSc2nc3ccccc3n2C)nc2ccccc21	2	5	3	-0.5	.	10	-10	-0.4	-0.3
N#CC1=C2CCCCC2(O)NC1=O (stereo unspecified)	3	6	.	-0.4	1.3	-1	.	0.0	.
O=S(=O)(c1cccc(-c2nc3n(n2)Cc2ccccc2-3)c1)N1CCCCC1	0	3	-7	-0.9	.	4	-10	0.0	-0.5
O=C1NC2(CCC3(CC2)OCCO3)NN1c1ccc(Cl)cc1	-3	10	5	-0.1	-6.6	4	1	0.0	4.6
O=C(O)Cn1nnc(-c2ccc(OCc3ccccc3Cl)cc2)n1	-4	-3	3	1.2	0.7	2	4	-0.3	-0.3
CC(=O)Nc1ccc2c(c1)OCCOCCOc1cc(NC(C)=O)ccc1OCCO2	-17	0	-2	-1.5	1.2	2	-7	i	0.6
CCOC(=O)c1sc(C)c2c(=O)n(Cc3ccc(Cl)cc3)cnc12	2	-3	-1	-1.7	1.7	-2	-11	3.6	-0.4
COc1ccc(NC(=O)c2cc(S(=O)(=O)N(C)C)ccc2N2CCCC2)cc1Cl	0	24*	-3	-0.5	-1.2	21	-6	-0.2	2.3
Cc1cc(NC(=O)COc2coc(CN3CCN(c4ccccc4)CC3)cc2=O)no1	-4	4	.	0.9	1.0	-5	-12&-10	-0.7	0.2

Assay outcomes: PubChem BioAssay, several laboratories
